Source: PubChem (National Center for Advancing Translational Sciences (NCATS))
aSyn yeast inh: qHTS of alpha-syn Inhibitors; Potency, µM (doses to about 46.1 µM), inactives show at the highest dose growth rescue (activation), hits mostly activators; Yeast expressing alpha-synuclein, growth rescue, BacTiter-Glo, 24 h; AID 652106, 2013; 370,000 compounds, 0.14% hits; further: potency means the concentration at half of the fitted maximal effect; % of control where 0% means no effect; nearly all actives have a fitted effect of over 65% in size
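Readout is rescue of growth in alpha-synuclein-expressing yeast, so inhibitors of toxicity appear as activators. Growth after 24 hr at 30 deg C in galactose medium is quantified by luminescence.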
PTHR1 agonist: qHTS for PTHR1 Agonists: Primary Screen; Parathyroid hormone/parathyroid hormone-related peptide receptor (Homo sapiens), Q03431; HEK293 GP2 PTHR1 cells, GloSensor cAMP luminescence, 1 h; Potency, µM (titrated, usually from 115 µM), without a hit: at the top dose activation, hits mostly activators; 410,000 compounds, 0.075% hits; AID 743266, 2014; further: potency means the concentration at half of the fitted maximal effect; nearly all actives have a fitted effect of over 55% in size; some results filed as inactive show a strong effect at the top dose; inactives centre near -15; many of its hits are not listed in these tables
Target sequence (Q03431 whole entry, looked up): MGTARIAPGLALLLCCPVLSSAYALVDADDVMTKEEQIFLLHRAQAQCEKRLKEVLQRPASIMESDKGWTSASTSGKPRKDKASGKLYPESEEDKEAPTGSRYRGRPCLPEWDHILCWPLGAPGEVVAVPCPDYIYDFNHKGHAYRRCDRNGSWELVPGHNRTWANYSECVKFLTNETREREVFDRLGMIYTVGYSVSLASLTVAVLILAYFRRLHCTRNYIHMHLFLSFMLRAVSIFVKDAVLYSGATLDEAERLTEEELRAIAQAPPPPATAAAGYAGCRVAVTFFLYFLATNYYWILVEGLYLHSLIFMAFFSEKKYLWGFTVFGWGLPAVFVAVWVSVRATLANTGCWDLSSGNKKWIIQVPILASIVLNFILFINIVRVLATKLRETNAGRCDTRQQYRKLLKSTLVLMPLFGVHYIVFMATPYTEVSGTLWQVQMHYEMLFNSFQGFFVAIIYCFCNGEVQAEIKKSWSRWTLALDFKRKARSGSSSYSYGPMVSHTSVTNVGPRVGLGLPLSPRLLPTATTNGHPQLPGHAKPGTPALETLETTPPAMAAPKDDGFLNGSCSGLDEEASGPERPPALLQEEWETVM
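HEK-293-derived GP2 cells expressing PTHR1 and a GloSensor cAMP reporter, 3,000/well, plated overnight, given luciferin plus IBMX (each 0.5 mM as added) for 1 h at 37 °C, then compound for 1 h at 37 °C. Luminescence was read after 15 min at room temperature.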
GLP1R cytotox: qHTS of GLP-1 Receptor Inverse Agonists: Cytotox Screen. HEK293 cAMP-luciferase reporter cells, luminescence, 24 h. Potency, µM (top dose mostly 38.3 µM), for inactives: top-dose activity change, negative = inhibition, most hits filed as inhibitors. 410,000 compounds, 0.13% hits. AID 624418, 2012;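 further: loss of luciferase light is scored as toxicity; potency means the concentration at half of the fitted maximal effect; on the % scale 0 is the no-effect control and ±100 the full control effect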
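To flag toxic compounds, the library was rerun on cells for 24 hr at 37 deg C and 5% CO2. Viability-linked luminescence was captured 12 min after adding luciferase detection reagent.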
D3 antag: qHTS of D3 Dopamine Receptor Antagonist: qHTS; D3R cells, DiscoveRx beta-arrestin luminescence, antagonist mode; hits give low values; D(3) dopamine receptor (Homo sapiens), P35462; max response, negative = inhibition, %; 360,000 compounds, 2.5% hits; AID 652054, 2013; in the data active means max response below about -50%; inconclusive means no clear call, values can overlap the other calls; further: on the % scale 0 is the no-effect control and ±100 the full control effect; mostly tested at two doses, the higher about 12 µM
Target sequence (P35462 whole entry, looked up): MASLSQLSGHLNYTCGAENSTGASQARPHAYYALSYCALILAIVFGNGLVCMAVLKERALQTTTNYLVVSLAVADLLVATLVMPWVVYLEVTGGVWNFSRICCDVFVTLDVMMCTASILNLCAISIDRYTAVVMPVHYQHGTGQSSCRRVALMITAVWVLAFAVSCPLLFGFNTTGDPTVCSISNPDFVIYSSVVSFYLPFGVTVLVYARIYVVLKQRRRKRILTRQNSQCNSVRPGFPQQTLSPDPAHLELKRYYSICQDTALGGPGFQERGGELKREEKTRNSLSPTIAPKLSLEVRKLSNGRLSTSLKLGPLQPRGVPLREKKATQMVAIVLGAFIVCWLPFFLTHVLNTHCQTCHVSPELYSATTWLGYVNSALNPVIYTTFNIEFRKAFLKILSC
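Cells plated overnight at 1500 cells/well, then exposed to library compounds with dopamine controls for 90 minutes at 37 degrees C. DiscoveRx reagent added for 30–60 minutes at room temperature; luminescence read, quantitative HTS format.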
GLP-1R agonist: qHTS of GLP-1 Receptor Agonists; HEK293 GLP-1R CRE-luciferase, luminescence, 4-6 h; cells express a hypersensitive GLP-1R form; Potency, µM (top dose mostly 45.6 µM), for inactives: at the highest dose activation, actives largely listed as activators; AID 624172, 2012; 380,000 compounds, 0.007% hits; Glucagon-like peptide 1 receptor (Homo sapiens), P43220; further: potency means the concentration at half of the fitted maximal effect; % of control where 0% means no effect
KB-V1 cytotox: qHTS assay for MDR1-selective chemotherapeutics: Primary screen using the drug-selected MDR subline cells KB-V1; KB-V1 MDR cells viability, CellTiter-Glo, 72 h; Potency, µM (highest dose often 46.1 µM), for inactives: top-dose activity change, negative = cytotoxicity, most hits filed as cytotoxic; 400,000 compounds, 3.4% hits; further: potency means the concentration at half of the fitted maximal effect; on the % scale 0 is the no-effect control and ±100 the full control effect; nearly all actives have a fitted effect of over 60% in size
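KB-V1 MDR subline cells in DMEM (phenol-red free, 10% FBS) exposed to compounds in qHTS concentration series for 72 h at 37 degrees C. Viability read by CellTiter-Glo luminescence; concentration-effect curves fitted after normalization and correction.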
D3 ag: qHTS of D3 Dopamine Receptor Agonist: qHTS | D(3) dopamine receptor (Homo sapiens), P35462 | D3R DiscoveRx beta-arrestin cells, luminescence, 90 min | max activation, % | 410,000 compounds, 0.58% hits | AID 652048, 2013; in the data active means max activation above about 30%; further: 0% is about no effect; mostly tested at two doses, the higher about 12 µM
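Cells at 1500/well, incubated overnight, then treated with pinned compounds (dopamine as control) for 90 min at 37 degrees C. DiscoveRx reagent added for 30 - 60 minutes at room temperature; luminescence read.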
TDP43 rescue: qHTS of TDP-43 Inhibitors; TDP-43 expressing yeast growth rescue, BacTiter-Glo, 24 h; Potency, µM (series often up to 46.1 µM), without a hit: at the highest dose growth rescue (activation), actives largely listed as activators; 410,000 compounds, 1.8% hits; further: potency means the concentration at half of the fitted maximal effect; % of control where 0% means no effect; nearly all actives have a fitted effect of over 50% in size
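Galactose-induced TDP-43 yeast, OD600=0.02, compound pinned; 24 hr, 30 deg C; BacTiter-Glo luminescence for growth. Inhibitors of TDP-43 toxicity read as activators.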
GLP1R inv ag: qHTS of GLP-1 Receptor Inverse Agonists (Inhibition Mode); HEK293 GLP-1R CRE-luciferase, luminescence, 24 h; GLP-1R form is constitutively active; Glucagon-like peptide 1 receptor (Homo sapiens), P43220; 410,000 compounds, 1.6% hits; Potency, µM (doses to about 38.3 µM), for the others: at the highest dose activity change, negative = inhibition, usual class: inhibitors; further: potency means the concentration at half of the fitted maximal effect; on the % scale 0 is the no-effect control and ±100 the full control effect; nearly all actives have a fitted effect of over 55% in size
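Stable HEK293 clone (constitutively active GLP-1R + cAMP-response luciferase); 200 cells/uL plated, 12 h pre-culture, compound 24 hr, 37 deg C/5% CO2; detection reagent 12 min RT; luminescence.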
Numbers without * were called inactive; i = inactive; ? = inconclusive; . = no result given; [ ] = remark or other dose. Unless noted, the call rests on the fitted dose curve; in most records, active means well fitted curve in the direction sought with a large enough effect; inconclusive means small, poorly fitted or top-dose-only effect, or another doubt; inactive means no such curve, though single readings can be large; an effect the other way counts as inactive or inconclusive.

SMILES	aSyn yeast inh	PTHR1 agonist	GLP1R cytotox	D3 antag	GLP-1R agonist	KB-V1 cytotox	D3 ag	TDP43 rescue	GLP1R inv ag
CCCc1ccc2oc(C(=O)N3CCN(CC(=O)NC(C)C)CC3)c(C)c2c1	0%	-10%	0%	-10	0%	0%	-17	-8%	?
Cc1ccc(S(=O)(=O)c2[nH]c(-c3ccccc3)nc2SC(C)C(=O)O)cc1 (stereo not drawn)	.	-27%	-5%	.	.	4%	3	13%	15%
COCCNC(=O)C1CC(=O)N(C2CCCCC2)C1 (stereo not drawn)	-1%	-11%[57.5 µM]	7%	-12	-10%	-1%	-7	-9%	11%
O=C(NCc1ccccc1)c1ccc(CSc2nc3cccnc3n2Cc2ccccc2F)cc1	.	-3%	0%	.	.	?	-27	0%	3%
CCCn1nnnc1SCC(=O)c1ccc(NC(C)=O)cc1	2%	i	-7%	26	-2%	18%	2	2%	0%
Cc1cccc(NC(=O)C(=O)NCCc2csc(-c3ccc(C(F)(F)F)cc3)n2)c1C	.	i	12%	.	.	.	2	11%	1%
COc1ccc(C(=O)Nc2ccc(NC(=O)c3ccco3)c(Cl)c2)cc1OC	0%	-15%[57.5 µM]	3%	17	16%	?	11	-20%	19%
c1ccc2oc(CCc3nc4ccccc4o3)nc2c1	-3%	i	-2%	10	-6%	-10%	0	17%	0%
COc1cc(-c2nc3cnccn3c2NC(C)(C)CC(C)(C)C)ccc1O	-3%	-18%	4%	6	24%	-5%	5	-2%	-11%
O=C(O)c1cccc(-c2ccccc2)c1O	3%	i	-10%	3	-4%	12%	-8	?	13%
CC1CN(C(=O)c2cccc(COc3ccccc3Cl)c2)CC(C)O1 (stereo not drawn)	1%	-48%[inhibitor]	-15%	-11	24%	-10%	-1	-21%[0.397 µM]	-18%
COc1ccccc1N1CCN(C(=O)c2cn(Cc3ccccc3)nc2-c2cccnc2)CC1	4%	-4%	-4%	29	-2%	?	1	12%	-13%
COCCNC(=O)C1CC(c2ccc([N+](=O)[O-])cc2)=NO1 (stereo not drawn)	?	i	4%	17	5%	0%	7	20%	9%
COc1ccc(S(=O)(=O)N2CCCCCC2)cc1C(=O)Nc1ccc(C)cn1	4%	i	-4%	?	10%	18%	1	-6%	16%
O=C(COc1ccc(F)cc1)Nc1ccc2nc(SCC(=O)N3CCc4ccccc43)sc2c1	.	i	-9%	.	.	12%	4	10%	0%
CCc1ccccc1NC(=O)c1cc(-c2cccs2)on1	10%	-2%	17%	-24	14%	-13%	-7	16%	-12%
O=C(C(NS(=O)(=O)c1cccc2nsnc12)c1ccccc1)N1CCN(c2ccccc2)CC1 (stereo not drawn)	-1%	-23%	1%	-14	-2%	-5%	3	15%	?
CCN1C(=O)C(CC(=O)Nc2cc(C)ccc2C)SC1=Nc1ccc(S(N)(=O)=O)cc1 (stereo not drawn)	-10%	-8%	-19%	13	-5%	18%	12	-26%	2%
O=[N+]([O-])c1cccnc1Nc1ccc(Cl)cc1	0%	i	3%	7	6%	12%	4	?	-6%
COc1ccc(C)cc1S(=O)(=O)n1cnc(C)c1	0%	7%	1%	22	-1%	12%	-4	-3%	14%
COc1ccc(C(=O)c2cn(CC(=O)Nc3ccc4c(c3)OCCO4)c3ccc(OC)cc3c2=O)cc1	.	-3%	-14%	.	0%	0%	0	16%	6%
CN(Cc1cn(Cc2cccc(C(F)(F)F)c2)nn1)C1CN(Cc2cn(Cc3cccc(C(F)(F)F)c3)nn2)S(=O)(=O)C1 (stereo not drawn)	-4%	-31%[inhibitor]	-17%	-28	4%	?	-6	8%	-7%
CCCCOC(=O)Oc1ccc2c(=O)c(Oc3cccc(C)c3)coc2c1	-24%	i	87%[activator]	-23	-23%	-7%	-3	20%	11%
COc1cc(NC2=CC(=O)CC(C)(C)C2)cc(OC)c1	0%	i	-10%	-10	-1%	?	0	-13%	-1%
O=C(NC(=S)Nc1ccc(S(=O)(=O)N2CCCC2)cc1)C1CC1	9%	-34%[inhibitor]	1%	5	3%	?	1	27%	?
CSc1nc2ccc3nc(NC(=O)c4ccc(Cl)s4)sc3c2s1	0%	-18%	2%	45	7%	-16%	4	9%	23%
O=C(CSc1nccn1-c1ccc(F)cc1)Nc1ccc(OC(F)(F)F)cc1	.	-36%[inhibitor]	-11%	.	.	.	4	16µM*	?
O=C(C1CC=CCC1)N1CCC(CO)(Cc2ccc(Cl)cc2)CC1 (stereo not drawn)	12%	-36%	3%	-3	14%	12µM*	0	?	?
CC(C)c1cc(C(C)C)c(S(=O)(=O)NC(c2ccccn2)C23CC2C3)c(C(C)C)c1 (stereo not drawn)	?	-20%	18%	11	-1%	-12%	5	22µM*	?
CCN(CC)S(=O)(=O)c1ccc(C(=O)NCCSc2c(-c3ccc(OC)cc3)[nH]c3ccccc23)cc1	.	i	6%	.	.	-6%	-7	14%	-21%
Cc1cccc(NC(=O)CCCN2C(=O)C(c3ccccc3)Oc3cccnc32)c1C (stereo not drawn)	-1%	i	5%	-3	-7%	13%	2	-2%	10%
O=C(O)C1CC=CCC1C(=O)Nc1cccc(Cl)c1 (stereo not drawn)	-6%	-3%	0%	0	7%	7%	-6	1%	5%
C[C@H](CO)N1C[C@H](C)[C@@H](CN(C)S(=O)(=O)c2ccc(F)cc2)OCc2cnnn2CCCC1=O	0%	-20%	3%	-22	-1%	12%	-9	23%	-1%
COc1ccc(C(=O)N(C)C2CCCN(Cc3ccccc3F)C2)cc1OC (stereo not drawn)	0%	i	-8%	2	7%	-12%	-8	5%	-11%
O=c1[nH]c(=O)n(C(c2ccccc2)c2ccccc2)cc1Br	-1%	-20%	1%[0.307 µM]	-3	16%	-12%	1	0%	1%[0.307 µM]
CCCC1=C(C(=O)OCC)C(/C=C/c2ccccc2)n2ncnc2N1 (stereo not drawn)	5%	-19%[57.5 µM]	?	-18	18%	?	5	-10%	0%
CC(C)CCNC(=S)Nc1ccc(F)cc1	1%	-12%[57.5 µM]	5%	-7	-4%	-1%	-1	?	-24%
COc1cccc(CN(C(=O)c2cc3ccccc3oc2=O)C2CC2)c1	3%	i	-12%	-17	1%	0%	-5	?	0%
CCOC(=O)C1CCCN(C(=O)c2sc3nc(-c4ccccc4)cn3c2C)C1 (stereo not drawn)	0%	i	9%	?	0%	17%	7	11%	0%
C=CCn1c(SCc2nc3ccccc3c(=O)[nH]2)nc2sc3c(c2c1=O)CCCC3	-2%	-13%	3%	19	-1%	-1%	2	-7%	21%

Exported bar-delimited: part of the list above
Molecule | aSyn yeast inh | PTHR1 agonist | GLP1R cytotox | D3 antag | GLP-1R agonist | KB-V1 cytotox | D3 ag | TDP43 rescue | GLP1R inv ag
O=C(O)C1CC=CCC1C(=O)Nc1cccc(Cl)c1 (stereo not drawn) | -6% | -3% | 0% | 0 | 7% | 7% | -6 | 1% | 5%
C[C@H](CO)N1C[C@H](C)[C@@H](CN(C)S(=O)(=O)c2ccc(F)cc2)OCc2cnnn2CCCC1=O | 0% | -20% | 3% | -22 | -1% | 12% | -9 | 23% | -1%
COc1ccc(C(=O)N(C)C2CCCN(Cc3ccccc3F)C2)cc1OC (stereo not drawn) | 0% | i | -8% | 2 | 7% | -12% | -8 | 5% | -11%
O=c1[nH]c(=O)n(C(c2ccccc2)c2ccccc2)cc1Br | -1% | -20% | 1%[0.307 µM] | -3 | 16% | -12% | 1 | 0% | 1%[0.307 µM]
CCCC1=C(C(=O)OCC)C(/C=C/c2ccccc2)n2ncnc2N1 (stereo not drawn) | 5% | -19%[57.5 µM] | ? | -18 | 18% | ? | 5 | -10% | 0%
CC(C)CCNC(=S)Nc1ccc(F)cc1 | 1% | -12%[57.5 µM] | 5% | -7 | -4% | -1% | -1 | ? | -24%
COc1cccc(CN(C(=O)c2cc3ccccc3oc2=O)C2CC2)c1 | 3% | i | -12% | -17 | 1% | 0% | -5 | ? | 0%
CCOC(=O)C1CCCN(C(=O)c2sc3nc(-c4ccccc4)cn3c2C)C1 (stereo not drawn) | 0% | i | 9% | ? | 0% | 17% | 7 | 11% | 0%
C=CCn1c(SCc2nc3ccccc3c(=O)[nH]2)nc2sc3c(c2c1=O)CCCC3 | -2% | -13% | 3% | 19 | -1% | -1% | 2 | -7% | 21%

The results go on.
SMILES	aSyn yeast inh	PTHR1 agonist	GLP1R cytotox	D3 antag	GLP-1R agonist	KB-V1 cytotox	D3 ag	TDP43 rescue	GLP1R inv ag
O=C(c1ccccc1)c1nc2ccccc2n(CCCn2c(=O)c(C(=O)c3ccccc3)nc3ccccc32)c1=O	6%	?	5%	4	4%	0%	-4	0%	0%
NC(=O)CSc1nnc(-c2ccccc2F)n1C1CC1	-2%	i	11%	9	5%	-4%	12	-2%	3%
CCOCCn1ccc2c(OCC(=O)NCc3ccccc3)cccc2c1=O	-2%	i	-2%	-2	3%	?	3	-13%	18%
CCCOC(c1ccccc1)(c1ccccc1)C(Oc1nc(C)cc(C)n1)C(=O)O (stereo not drawn)	0%	-12%	-15%	-4	-2%	25%	11	1%	?
Cc1noc(C(=O)N2CCN(Cc3ccc4c(c3)OCO4)CC2)c1Cl	-1%	i	-10%	-23	6%	7%	-7	10%	?

Not all compounds are listed, so the mix of outcomes need not match the whole.
